# Compound activity (PubChem BioAssay)
# Pin1 inh = human Pin1 inhibition; Q13526; Pin1 FP peptide displacement, HiFluor488, 10 min; Potency, µM (titrated, usually from 115 µM), for the others: at the highest dose activity, negative = inhibition, most hits filed as inhibitors; hit rate 0.009% among 390,000; AID 504891; active means well fitted inhibition curve with a large enough effect in the polarisation, with a control signal flat, not every such curve was filed as active; inconclusive means small, poorly fitted or top-dose-only effect, or effect the other way, or a change in a side signal; inactive means no such curve, though single readings can be large or run the other way; the % refers to the polarisation; further: on the % scale 0 is the no-effect control and ±100 the full control effect
# HP1b binding inh = HP1-beta chromodomain-methylated histone interaction inhibition; AlphaScreen HP1-beta / biotin-H3K9me3 peptide binding; hit rate 0.56% among 390,000; P83916; Potency, µM (top dose mostly 114 µM), for inactives: at the highest dose activity change, negative = inhibition, usual class: inhibitors; AID 540317; further: nearly all actives have a fitted effect of over 70% in size; inactives centre near 23
#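 HP1-beta protein (50 nM final) preincubated 30 min at room temperature with biotinylated H3(1-18)K9me3 peptide (50 nM) in PBS pH 7.4, 0.01% Tween-20, then compound added for 30 min. AlphaScreen streptavidin donor/nickel chelate acceptor beads (10 ug/mL final), 30 min dark, luminescence read.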
# BAZ2B block = inhibitors of human BAZ2B bromodomain; hit rate 4.4% among 360,000; Potency, µM (highest dose often 114 µM), without a hit: at the top dose activity change, negative = inhibition, actives largely listed as inhibitors; Q9UIF8; AlphaScreen BAZ2B-H3K14Ac peptide displacement; further: on the % scale 0 is the no-effect control and ±100 the full control effect; nearly all actives have a fitted effect of over 60% in size
# Target sequence (Q9UIF8 whole entry, looked up): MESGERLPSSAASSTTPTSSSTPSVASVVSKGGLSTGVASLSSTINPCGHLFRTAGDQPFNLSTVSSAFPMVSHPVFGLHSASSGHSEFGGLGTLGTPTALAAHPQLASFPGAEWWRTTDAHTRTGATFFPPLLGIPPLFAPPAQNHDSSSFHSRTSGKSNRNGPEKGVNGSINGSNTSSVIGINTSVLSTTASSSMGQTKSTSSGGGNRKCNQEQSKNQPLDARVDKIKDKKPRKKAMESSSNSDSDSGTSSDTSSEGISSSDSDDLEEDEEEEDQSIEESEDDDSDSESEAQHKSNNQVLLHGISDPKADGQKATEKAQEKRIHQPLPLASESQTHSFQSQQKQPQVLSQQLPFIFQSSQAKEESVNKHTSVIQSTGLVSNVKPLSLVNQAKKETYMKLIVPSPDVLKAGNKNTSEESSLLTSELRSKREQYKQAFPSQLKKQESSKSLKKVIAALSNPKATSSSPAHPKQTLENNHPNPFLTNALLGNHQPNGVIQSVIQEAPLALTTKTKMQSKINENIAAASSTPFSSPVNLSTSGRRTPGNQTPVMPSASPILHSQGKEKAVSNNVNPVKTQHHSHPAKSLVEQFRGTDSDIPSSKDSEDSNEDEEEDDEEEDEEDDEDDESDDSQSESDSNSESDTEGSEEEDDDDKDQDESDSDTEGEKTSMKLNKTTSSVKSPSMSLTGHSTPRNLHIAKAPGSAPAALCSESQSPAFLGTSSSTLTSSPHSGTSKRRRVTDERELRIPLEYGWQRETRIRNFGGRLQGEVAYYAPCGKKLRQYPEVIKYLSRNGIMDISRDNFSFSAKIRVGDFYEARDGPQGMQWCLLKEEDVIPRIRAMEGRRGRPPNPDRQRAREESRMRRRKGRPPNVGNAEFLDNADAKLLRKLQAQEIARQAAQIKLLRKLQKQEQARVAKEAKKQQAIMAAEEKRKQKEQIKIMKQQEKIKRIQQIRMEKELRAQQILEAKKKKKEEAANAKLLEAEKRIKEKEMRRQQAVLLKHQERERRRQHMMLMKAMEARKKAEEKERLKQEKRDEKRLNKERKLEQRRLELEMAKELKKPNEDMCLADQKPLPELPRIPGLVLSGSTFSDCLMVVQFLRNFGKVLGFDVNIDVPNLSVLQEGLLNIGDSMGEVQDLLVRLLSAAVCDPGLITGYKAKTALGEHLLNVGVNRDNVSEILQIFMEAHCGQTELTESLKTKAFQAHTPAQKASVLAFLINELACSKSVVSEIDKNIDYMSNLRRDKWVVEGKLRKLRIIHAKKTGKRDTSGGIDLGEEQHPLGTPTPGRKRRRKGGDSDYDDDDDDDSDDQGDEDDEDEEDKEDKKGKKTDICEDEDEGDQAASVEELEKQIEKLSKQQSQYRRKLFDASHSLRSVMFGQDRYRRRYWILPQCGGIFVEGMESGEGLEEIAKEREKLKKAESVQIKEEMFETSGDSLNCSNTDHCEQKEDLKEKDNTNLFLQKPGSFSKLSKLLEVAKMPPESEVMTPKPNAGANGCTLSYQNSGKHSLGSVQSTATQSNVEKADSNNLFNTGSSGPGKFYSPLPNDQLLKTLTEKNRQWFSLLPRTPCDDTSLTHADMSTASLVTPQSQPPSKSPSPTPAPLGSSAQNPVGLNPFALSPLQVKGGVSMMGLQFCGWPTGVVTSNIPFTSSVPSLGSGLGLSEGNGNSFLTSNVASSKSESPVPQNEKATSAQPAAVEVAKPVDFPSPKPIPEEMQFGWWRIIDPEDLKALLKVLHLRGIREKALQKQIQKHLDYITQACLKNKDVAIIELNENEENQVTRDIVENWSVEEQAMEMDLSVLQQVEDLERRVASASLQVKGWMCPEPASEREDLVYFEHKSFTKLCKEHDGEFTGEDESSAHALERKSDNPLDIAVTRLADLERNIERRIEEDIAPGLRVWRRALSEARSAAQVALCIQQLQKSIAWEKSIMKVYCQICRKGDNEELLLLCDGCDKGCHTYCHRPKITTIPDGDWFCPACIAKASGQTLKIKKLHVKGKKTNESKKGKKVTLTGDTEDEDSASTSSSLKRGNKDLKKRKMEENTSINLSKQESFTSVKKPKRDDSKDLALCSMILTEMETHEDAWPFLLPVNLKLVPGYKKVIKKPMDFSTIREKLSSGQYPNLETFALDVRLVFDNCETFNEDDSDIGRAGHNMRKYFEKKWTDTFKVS
#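 Inhibition is scored as reduced AlphaScreen emission. The BAZ2B/b-H3(5-23)K14Ac complex (50 nM each) in PBS pH 7.4, 0.01% Tween-20 meets compound (up to 110 uM) for 30 min at RT before bead addition.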
# G9a block = inhibitors of human histone lysine methyltransferase G9a | Q96KQ7 | Potency, µM (top dose mostly 102 µM), for inactives: at the highest dose activity, negative = inhibition, hits mostly inhibitors | AID 504332 | G9a H3K9 monomethylation, AlphaScreen, 2 h | hit rate 8.8% among 350,000; further: on the % scale 0 is the no-effect control and ±100 the full control effect; nearly all actives have a fitted effect of over 75% in size
#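 AlphaScreen detection with an anti-monomethyl H3K9 antibody quantified product after a 2 h room-temperature reaction containing 500 nM biotinylated H3K9 peptide, 20 µM SAM and 20 nM enzyme, which had been preincubated 15 min with compound.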
# GLS inhibitor = blocks human kidney-isoform glutaminase activity | O94925 | GLS enzymatic activity, qHTS titration | Potency, µM (titrated, usually from 45.5 µM), without a hit: at the top dose activity change, negative = inhibition, actives largely listed as inhibitors | hit rate 0.21% among 410,000 | AID 624170; further: on the % scale 0 is the no-effect control and ±100 the full control effect
#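 Human kidney-isoform GLS in 45 mM KH2PO4 pH 8.2, 0.02% Tween-20, with compound, started with 1mM L-Glutamine (added stock). Glutamate oxidase/HRP/Amplex red coupled fluorescence read at start and after 30 min at RT.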
# Tb PGK inh = inhibitors of T. brucei phosphoglycerate kinase. P07378. PGK/GAPDH coupled, Kinase-Glo luminescence, 60 min. Potency, µM (highest dose often 57.5 µM), for the others: at the highest dose activity change, negative = inhibition, most hits filed as inhibitors. hit rate 0.043% among 380,000. AID 602233; further: on the % scale 0 is the no-effect control and ±100 the full control effect; nearly all actives have a fitted effect of over 60% in size
#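 Recombinant glycosomal PGK reaction used 1,3-bisphosphoglycerate generated in-well by GAPDH (100nM final) in 100mM TEA pH 7.6, 5mM MgCl2, 0.01% Tween-20. After 60 minutes at room temperature, ATP was read by Kinase-Glo Plus luminescence end-point.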
# POLI inh = inhibitors of human DNA polymerase iota | Q9UNA4 | Pol iota fluorescent replication assay, 10 min | Potency, µM (highest dose often 115 µM), for the others: top-dose activity, negative = inhibition, actives largely listed as inhibitors | hit rate 1% among 390,000
#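 Fluorescent replication assay read twice, at 0 min and 10 min after adding 50 nM (final) substrate. Enzyme (10 nM) and compounds were first incubated 15 min at room temperature; enzyme-free buffer wells were negative controls.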
# BLM helicase inh = Bloom syndrome helicase (human) inhibition | Potency, µM (series often up to 56.1 µM), for inactives: top-dose activity change, negative = inhibition, actives largely listed as inhibitors | hit rate 0.2% among 350,000 | recombinant BLM DNA unwinding, fluorescence dequenching;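 further: plate controls were vehicle for no effect and no enzyme for full effect; nearly all actives have a fitted effect of over 35% in size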
# JMJD2A Tudor = blocks the human JMJD2A Tudor domain; Potency, µM (top dose mostly 114 µM), for the others: at the top dose activity change, negative = inhibition, usual class: inhibitors; hit rate 4.4% among 390,000; AID 504339; AlphaScreen JMJD2A-Tudor / H3K4me3 peptide binding; further: on the % scale 0 is the no-effect control and ±100 the full control effect; nearly all actives have a fitted effect of over 50% in size
# * hit, by the source's call; i = inactive; ? = inconclusive; . = not tested or not shown; [ ] = another dose, or the depositor's remark. Unless noted, the call rests on the fitted dose curve; in most records, active means well fitted curve in the direction sought with a large enough effect; inconclusive means small, poorly fitted or top-dose-only effect, or another doubt; inactive means no such curve, though single readings can be large; an effect the other way counts as inactive or inconclusive. Potency means the concentration at half of the fitted maximal effect. These rows are one share of the data; the hit share may differ from the screen's.
# Start of the data: the first 2 compounds, to show the layout:
# Order of results – Pin1 inh, JMJD2A Tudor, Tb PGK inh, BAZ2B block, G9a block, BLM helicase inh, GLS inhibitor, HP1b binding inh, POLI inh
C/C(=N\NC(=O)c1nnn(-c2nonc2N)c1-c1cccs1)c1cccc(O)c1
→ 0%, 2%, -2%, -16%[57.1 µM], 25%, -3%, 1%, 34%, 13%
COc1ccc(C2=Nc3ccc(Br)cc3C(c3ccccc3)N2CC(=O)NN)cc1 (stereo not given)
→ -1%, -27%, -9%, -10%, -12%[59 µM], -6%, -8%, 9%, ?

# Results, from the first entry:
# Order of results – Pin1 inh, JMJD2A Tudor, Tb PGK inh, BAZ2B block, G9a block, BLM helicase inh, GLS inhibitor, HP1b binding inh, POLI inh
C/C(=N\NC(=O)c1nnn(-c2nonc2N)c1-c1cccs1)c1cccc(O)c1
→ 0%, 2%, -2%, -16%[57.1 µM], 25%, -3%, 1%, 34%, 13%
COc1ccc(C2=Nc3ccc(Br)cc3C(c3ccccc3)N2CC(=O)NN)cc1 (stereo not given)
→ -1%, -27%, -9%, -10%, -12%[59 µM], -6%, -8%, 9%, ?
COc1ccccc1C1C=C(c2ccc(F)cc2)Nc2nc(-c3ccc(Cl)cc3)nn21 (stereo not given)
→ 7%, ?, 8%, -29%, ?, -10%, -2%, 33%, -12%
CCOC(=O)c1c(-c2ccccc2)oc2cc(Br)c(O)c(C=O)c12
→ 19%, -13%, 2%, 5%, ?, -2%, 12%, 40%[activator], -11%
COc1ccc(NC(=O)Nc2ccc3c(c2)C(=O)N([C@@H](C)CO)C[C@@H](C)[C@@H](CN(C)S(=O)(=O)c2cn(C)cn2)O3)cc1
→ 6%, -19%, 9%, ., ., ., 21%, 33%, 6%
Cc1ccc(C)c(CN2CCCN(Cc3ccccc3C)S2(=O)=O)c1
→ -5%, 57%[activator], -7%, 53%[activator], 45%[59 µM], -6%, 5%, 113%[activator], 15%
NS(=O)(=O)c1ccc(NC(=O)CSc2nc3c(cnn3-c3ccccn3)c(=O)[nH]2)cc1
→ -2%, ?, -12%, 9%, 40µM*, ., 0%, 14%, 10%
O=S(=O)(Nc1cc(S(=O)(=O)N2CCCC2)ccc1O)c1ccc(Cl)s1
→ -1%, -10%, 0%, -26%, 56µM*, ., 23%, 6%, ?
Cc1cccc(NC(=O)C(c2ccccc2)N2Cc3ccccc3C2=O)c1C (stereo not given)
→ -5%, -16%, -8%, -11%, -2%[59 µM], -3%, -2%, 54%[activator], 8%
Cc1cc(C(=O)N2CCCC2)n[nH]1
→ -5%, 3%, -9%, -16%, ?, -2%, 0%, 33%, -12%

# Next section.
# Order of results – Pin1 inh, JMJD2A Tudor, Tb PGK inh, BAZ2B block, G9a block, BLM helicase inh, GLS inhibitor, HP1b binding inh, POLI inh
CN1CCC(N(C)C(=S)NC(=O)C23CC4CC(CC(C4)C2)C3)CC1
→ 0%, -4%, 3%, 10%, 40µM*, 4%, 18%, -11%, 23%
CCS(=O)(=O)N1CCC(c2nc(-c3ccc(C(F)(F)F)cc3)no2)CC1
→ 0%, -4%, -3%, 5%, 4%[59 µM], -4%, -4%, 47%[activator], 6%
O=C(Cc1cccc(Cl)c1)Nc1ccc(Br)cc1
→ -6%, 3%, 7%, 2%, 3%, -5%, -12%, 38%, 64%[activator]
Cc1cc(C)n(CCNc2nc3nonc3nc2N2CCCCC2)n1
→ 1%, -18%, i, 1%, ?, -4%, 0%, 22%[57 µM], 4%
CC(=O)Nc1ccc([N+](=O)[O-])c(CS(=O)(=O)c2ccc(C)cc2)c1[N+](=O)[O-]
→ -2%, -12%, -7%, -8%, -13%, -6%, 17%, 20%, -9%
COc1ccc(OCC(O)CNCCOc2ccccc2OC)c(C(C)(C)C)c1 (stereo not given)
→ -3%, 22µM*, ., 50µM*, ?, 1%, 0%, -1%, -6%
CC(=O)C1CCC2C3CCC4=CC(=O)CC[C@]4(C)[C@@]3(F)C(O)C[C@]12C (stereo not given in full)
→ -2%, -3%, -5%, 3%, 11%, -1%, 18%, 52%[activator], 15%
O=S(=O)(NCc1csc(-c2cccs2)n1)c1cccc(C(F)(F)F)c1
→ 2%, 10%, -2%, 6%, 54%[activator], -8%, 1%, 56%[activator], 40%[activator]
C/C(=N\NC(=O)c1ccc(Cl)cc1)c1cccs1
→ -7%, -19%, -8%, ., 25%, 3%, 3%, 43%[activator], 41%[activator]
C/C(CC(=O)NCCCN1CCOCC1)=N\NC(=O)COc1ccc(C)cc1
→ -9%, -10%, i, -33%, -8%, 3%, 20%, 9%, 5%

# Further compounds follow:
# Order of results – Pin1 inh, JMJD2A Tudor, Tb PGK inh, BAZ2B block, G9a block, BLM helicase inh, GLS inhibitor, HP1b binding inh, POLI inh
c1coc(CN2CNc3nc4ccccc4n3C2)c1
→ -1%, 4%, 4%, -15%, 2%, 1%, 2%, 40%[activator], 120%[activator]
O=C(NCc1ccccc1)C1CCCN(C(=O)NCc2ccccc2)C1 (stereo not given)
→ -10%, -20%, -3%, 10%, -15%, 0%, 1%, 3%, 28%
COc1ccc2c(CC(=O)NCC3CCC(C(=O)O)CC3)cc(=O)oc2c1 (stereo not given)
→ 0%, -10%, 0%, -10%, -7%[59 µM], -2%, 5%, 11%, 9%
Cc1cc(SCC(=O)NCCN2C(=O)CSC2=O)nc2c(C)cccc12
→ -4%, -4%, 6%, 19%, 29%[59 µM], -14%, 13%, 9%, 156%[activator]
CCn1c(SC(C)C(=O)Nc2ccc(N3CCOCC3)cc2)nnc1C1CC1 (stereo not given)
→ 1%, 1%, -8%, 9%, -2%[12.7 µM], ., 29%, 26%, 11%
CCOCCn1ccc2c(OCC(=O)NCc3ccccc3)cccc2c1=O
→ 3%, -12%, i, 6%, -2%, ., 0%, 30%, ?
CCCCN(CC)C(=O)CSc1nc2n[nH]c(C)c2c(=N)n1-c1cccc(Cl)c1
→ -3%, -21%, 4%, 5%, 12%[59 µM], 0%, -2%, 42%[activator], 2%
Cn1c(CC(=O)NNC(=O)c2ccc(F)cc2F)nc2ccccc21
→ -3%, 1%, 0%, 2%, -14%[59 µM], ., 17%, 47%[activator], 2%
Cc1cc(NC(=O)CSc2nc(C)c(C)c(=O)[nH]2)no1
→ 0%, -5%, -1%, -2%, ?, ., -5%, 23%, 23%
Cc1cc(NC(=O)C(C)Oc2ccc(Cl)cc2Cl)n(-c2ccccc2)n1 (stereo not given)
→ 2%, -9%, -1%, ?, 8%, -9%, 1%, 45%[activator], -4%

# Entries of single compounds, looked up by structure.
# CCCCN(CC)C(=O)CSc1nc2n[nH]c(C)c2c(=N)n1-c1cccc(Cl)c1 in the list: Pin1 inh = -3%; JMJD2A Tudor = -21%; Tb PGK inh = 4%; BAZ2B block = 5%; G9a block = 12%[59 µM]; BLM helicase inh = 0%; GLS inhibitor = -2%; HP1b binding inh = 42%[activator]; POLI inh = 2%
# Cn1c(CC(=O)NNC(=O)c2ccc(F)cc2F)nc2ccccc21 in the list: Pin1 inh = -3%; JMJD2A Tudor = 1%; Tb PGK inh = 0%; BAZ2B block = 2%; G9a block = -14%[59 µM]; BLM helicase inh = .; GLS inhibitor = 17%; HP1b binding inh = 47%[activator]; POLI inh = 2%
# COc1ccc2c(CC(=O)NCC3CCC(C(=O)O)CC3)cc(=O)oc2c1 (stereo not given) in the list: Pin1 inh = 0%; JMJD2A Tudor = -10%; Tb PGK inh = 0%; BAZ2B block = -10%; G9a block = -7%[59 µM]; BLM helicase inh = -2%; GLS inhibitor = 5%; HP1b binding inh = 11%; POLI inh = 9%

# Further entries.
# Order of results – Pin1 inh, JMJD2A Tudor, Tb PGK inh, BAZ2B block, G9a block, BLM helicase inh, GLS inhibitor, HP1b binding inh, POLI inh
CCOCCn1c(SCc2ccc(F)cc2)nc2c1c(=O)[nH]c(=O)n2C
→ -8%, -12%, 0%, 11%, ?, -7%, -8%, 28%, 2%
Cc1ccc(C(=O)CCC(=O)N2CCN(C(=O)c3ccco3)CC2)cc1
→ 0%, -5%[11.4 µM], 5%, -3%, 7%, 1%, 5%, 33%[activator], -12%
Cc1nn2c(-c3cccc(NC(=O)c4ccco4)c3)nnc2c2ccccc12
→ 56%[activator], -15%, -2%, 8%, -34%[12.7 µM], 11%, -1%, 17%, ?
Cc1nc2nc(SCC(=O)c3ccc([N+](=O)[O-])cc3)[nH]c2cc1Br
→ 7%, ?, i, 4%, 20µM*, -3%, -6%, 0%, 24%
Cc1cc(C)n2nc(SCC(=O)NC(=O)NCc3ccco3)nc2n1
→ 2%, 20µM*, 7%, 0%, -27%, -16%, 0%, ?, ?
O=C(Cn1cc(SCc2cccc(F)c2)c2ccccc21)N1CCOCC1
→ 8%, -23%, 0%, ?, -33%[59 µM], -5%, -10%, 16%, -17%
Cc1ccc(NC(=O)CCNCc2ccco2)cc1S(=O)(=O)N(C)C
→ -1%, 1.8µM*, -7%, 50µM*, 8.9µM*, 1%, 1%, ?, 134%[activator]
Cc1nn(C(=O)N2CCOCC2)c(C)c1C
→ -7%, -3%, -3%, -3%, -2%[59 µM], 1%, 4%, 36%[activator], 8%
CCn1c(C)c(C(=O)O)c2cc(OC)c3ccccc3c21
→ 0%, -30%, i, -10%, -6%[2.33 µM], 2%, 22%, 15%, 33%[activator]
CN(C)S(=O)(=O)c1ccc2oc(SCC(=O)NCC(F)(F)F)nc2c1
→ 0%, ?, 0%, -3%, -17%[59 µM], -2%, 4%, 22%, 9%
CC(=O)NCCc1nc2ccccc2n1Cc1ccc(Cl)cc1
→ -1%, -3%, -2%, -25%, 7%, 4%, -2%, 27%, 1%
